Assay outcomes as filed in PubChem.
GCN5L2 inh: qHTS Assay for Inhibitors of GCN5L2. GCN5L2 HAT assay, ThioGlo1 CoA-SH fluorescence. Potency, µM (series often up to 58.9 µM), for the others: at the highest dose activity change, negative = inhibition, hits mostly inhibitors. AID 504327, 2011. 390,000 compounds, 0.21% hits. Histone acetyltransferase KAT2A (Homo sapiens), Q92830
Target sequence (Q92830 whole entry, looked up): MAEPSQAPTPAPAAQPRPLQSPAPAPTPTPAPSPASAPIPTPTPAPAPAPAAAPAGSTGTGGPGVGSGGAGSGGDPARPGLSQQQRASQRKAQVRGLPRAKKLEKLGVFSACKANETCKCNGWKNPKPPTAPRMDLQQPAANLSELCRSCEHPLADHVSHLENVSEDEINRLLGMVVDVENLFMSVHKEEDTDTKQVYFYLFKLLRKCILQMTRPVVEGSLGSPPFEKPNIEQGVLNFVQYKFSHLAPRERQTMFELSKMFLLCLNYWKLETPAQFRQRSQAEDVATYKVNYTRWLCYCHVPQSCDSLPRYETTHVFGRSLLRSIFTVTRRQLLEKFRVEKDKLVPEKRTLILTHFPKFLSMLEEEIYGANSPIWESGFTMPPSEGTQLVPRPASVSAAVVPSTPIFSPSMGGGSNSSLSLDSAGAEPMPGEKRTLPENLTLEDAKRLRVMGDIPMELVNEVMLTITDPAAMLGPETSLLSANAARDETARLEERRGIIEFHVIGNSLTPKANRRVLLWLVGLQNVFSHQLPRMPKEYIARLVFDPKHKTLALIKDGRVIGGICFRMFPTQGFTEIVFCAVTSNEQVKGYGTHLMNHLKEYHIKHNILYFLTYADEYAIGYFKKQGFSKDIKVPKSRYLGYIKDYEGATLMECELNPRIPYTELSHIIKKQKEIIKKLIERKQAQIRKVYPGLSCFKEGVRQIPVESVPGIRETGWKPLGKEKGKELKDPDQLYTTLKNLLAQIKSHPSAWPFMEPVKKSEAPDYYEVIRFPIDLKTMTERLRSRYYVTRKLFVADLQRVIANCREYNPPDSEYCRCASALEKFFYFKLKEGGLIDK
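qHTS, 1536-well. 20nM enzyme, pH 7.5 HEPES/EDTA/Tween-20 buffer; 15 min compound preinc., RT. Start: 75uM H3(1-25), 70uM AcCoA, 50uM ThioGlo1. Read Ex340/Em540 at t=0 (autofluorescence flag) and t=20 min.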
TDP1 cell noCPT: qHTS for Inhibitors of human tyrosyl-DNA phosphodiesterase 1 (TDP1): qHTS in cells in absence of CPT; DT40 Tdp1-/- hTDP1 cells, no CPT, ATP luminescence, 48 h; Potency, µM (doses to about 46.2 µM), without a hit: at the highest dose activity change, negative = growth inhibition, usual class: inhibitors; 420,000 compounds, 15% hits; note: nearly all actives have a fitted effect of over 55% in size
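Growth of hTDP1-complemented DT40 Tdp1-knockout cells is measured by ATP luminescence after at least 48 hr compound exposure at 37 °C, with DMSO substituting for the 20 nM CPT used in the parallel screen.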
TDP1 block: qHTS Assay for Inhibitors of Tyrosyl-DNA Phosphodiesterase (TDP1) | Tyrosyl-DNA phosphodiesterase 1 (Homo sapiens), Q9NUW8 | recombinant TDP1, AlphaScreen DNA substrate cleavage | Potency, µM (highest dose often 130 µM), without a hit: at the highest dose activity change, negative = inhibition, actives largely listed as inhibitors | 350,000 compounds, 0.28% hits; note: nearly all actives have a fitted effect of over 40% in size
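AlphaScreen read-out: signal falls as enzyme removes the 3' tyrosine-FITC from a 5'-biotinylated DNA oligo (15 nM, 5 min, RT). Enzyme was E. coli-made recombinant Tdp1 at 1 nM, exposed to compound for 15 min beforehand; beads 10 ug/ml, 10 min.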
* marks the source's active call; other numbers are inactive results; ? = inconclusive; . = no result given; & = joins results of further samples; ! = not active in a repeat; [ ] = another dose, or the depositor's remark. Calls come from the whole dose curve; as a rule, active = well fitted curve in the direction sought with a large enough effect; inconclusive = small, poorly fitted or top-dose-only effect, or another doubt; inactive = no such curve, though single readings can be large; an effect the other way counts as inactive or inconclusive. % is set by controls: 0 for no effect and ±100 for the full control effect; potency is the fitted concentration of half-maximal effect. A portion of the library, so the mix of outcomes need not match the whole.

Compound | GCN5L2 inh | TDP1 cell noCPT | TDP1 block
Clc1ccccc1-c1ccc2ncnc(NCc3ccc4c(c3)OCO4)c2c1 | -4.6%&-8.7% | . | 4.8%
CCOC(=O)c1c(C)[nH]c(C)c1S(=O)(=O)N(C)CC(=O)Nc1ccccc1C | -11.8% | -10.7% | 1.4%
CCN(CC)S(=O)(=O)c1cc(NC(=O)COC(=O)c2ccc(NC(=O)CC#N)cc2)ccc1C | -9.1% | 4.6% | 7.9%
O=C(NCCc1ccccc1)c1nccc2ccccc12 | -9.1% | -14.1% | -4.8%
COc1ccccc1C(C)NCC(=O)NCc1ccc(C)cc1 (stereo unspecified) | ? | -1.4% | .
C/C(N)=C(/C#N)C(=O)COC(=O)c1cc(-c2ccc(C)cc2)nc2ccccc12 | -5.8% | ? | 2.7%
O=C(NCc1n[nH]c(=S)n1-c1ccc(F)cc1)c1ccc(S(=O)(=O)N2CCCC2)cc1 | -15.9% | 2.6% | -2.0%
O=C(Cc1ccccc1)Nc1nonc1NC(=O)c1ccccc1 | 1.8% | ? | 2.0%
Cc1ccccc1N1CCN(Cc2ccc([N+](=O)[O-])o2)CC1 | -4.5% | ? | .
CC(=O)N1CCc2c(sc3c2c(=O)n(-c2ccccc2)c(=O)n3Cc2cccc(C(F)(F)F)c2)C1 | -1.2% | 18.4µM* | 4.9%
CCCCn1c(N)c(N(CCC(C)C)C(=O)C2=COCCO2)c(=O)[nH]c1=O | -2.3% | 5.0% | -0.1%
O=C(NCCCN1CCCCCC1)c1ccc2c(c1)NC(=O)C(N1CCOCC1)S2 (stereo unspecified) | ? | -6.8% | 2.0%
CN1CCc2nc(SCC(=O)Nc3cccc(F)c3)c(C#N)c(-c3cccs3)c2C1 | -6.7% | ? | 8.6%
Cc1ccc2c(c1)C(=O)C(=O)N2CC1COc2ccccc2O1 (stereo unspecified) | -6.4% | 2.31µM* | .
Cc1cccc(-c2nc3ccccc3c(=O)n2NC(=O)Cc2ccc(Cl)cc2)c1 | -9.8% | ? | 4.7%

Compound | GCN5L2 inh | TDP1 cell noCPT | TDP1 block
CN1CCN(/N=C/c2cccc(Cl)c2Cl)CC1 | 0.5% | -2.0% | 5.5%
COc1ccc(Cl)cc1C(=O)Nc1ccc2oc(-c3ccc(C(C)(C)C)cc3)nc2c1 | -0.1% | ? | 3.1%[12.3 µM]
CC(C)c1ccc(N(CC(=O)NC(C)(C)C)C(=O)CCC(=O)Nc2nccs2)cc1 | -7.3% | ? | .
COc1c(O)ccc(/C=C(\C#N)c2nc3ccccc3[nH]2)c1[N+](=O)[O-] | -0.2% | ? | 0.0%
CCOc1cc(N2CCOCC2)c(OCC)cc1NC(=O)COC(=O)COc1cc(C)cc(C)c1 | 0.2% | -10.3% | 1.8%
CC(C)OCCCNC(=O)c1cc(S(=O)(=O)N2CCc3ccccc32)cn1C | 0.794µM* | -24.0% | .
COCCNC(=O)c1cc2c(-c3ccc(Cl)cc3)nn(C)c2s1 | -8.0% | ? | 0.0%
Cc1c(C(=O)NCc2ccccc2)cnn1-c1ccccc1 | . | -3.9% | 2.0%
COC(=O)c1[nH]c2ccccc2c1NS(=O)(=O)c1ccc(OC)cc1OC | -7.8% | 1.0% | 2.6%
O=C(Nc1ccc(O)c(C(=O)O)c1)Oc1ccccc1 | -4.9% | -19.9% | -2.9%
Cc1onc(-c2ccccc2)c1C(=O)NC(=S)NNC(=O)c1ccccc1O | -6.4% | 3.26µM* | 10.7%
COc1ccc(CN2C3CCC2CC(NC(=O)c2cccc(F)c2)C3)cc1 (stereo unspecified) | -8.9% | 17.8% | 1.7%
O=C(NCCc1ccccc1)c1cnc2sc(N3CCCCC3)nn2c1=O | 31.4%[activator] | 20.6µM* | 0.0%
COc1cc(C(=O)Nc2scc(-c3ccc(Br)cc3)c2C(=O)O)cc(OC)c1OC | 28.0% | -5.2% | .
CCOc1cc(CNCC(C)C)cc(Cl)c1OCc1ccccc1 | -4.2% | 20.6µM* | 4.8%

Compound | GCN5L2 inh | TDP1 cell noCPT | TDP1 block
O=C(NNC(=O)c1ccccn1)c1cccc([N+](=O)[O-])c1 | 4.0% | 16.4µM* | 5.8%
Cc1ccc(S(=O)(=O)c2cnc(SCC(=O)Nc3cc(C)cc(C)c3)nc2N)cc1 | -10.8% | 16.4µM* | 2.5%
COc1ccc(-n2c(SCC(=O)OC(C)C)nnc2-c2ccccn2)cc1 | 2.7% | -10.1% | 9.6%
CN(CC(=O)Nc1ccccc1C(=O)NC1CC1)Cc1ccco1 | -4.1% | 1.5% | -0.1%[56.1 µM]
COc1ccc(NC(=O)c2cc(-c3ccc(C)cc3)on2)cc1 | 0.2% | 3.3% | .
CCOc1ccccc1C(=O)N/N=C/c1coc2ccc(Cl)cc2c1=O | -3.8% | ? | 0.8%
O=C(CNS(=O)(=O)c1ccccc1)Nc1ccc(F)cc1F | ? | 4.4% | -0.1%
CCOc1ccc(N(CC(=O)N/N=C/c2cc([N+](=O)[O-])ccc2Cl)S(C)(=O)=O)cc1 | -11.7% | 23.1µM* | 3.4%
Cc1ccc(N(CC(=O)N2CCOCC2)S(=O)(=O)c2ccccc2)cc1 | ? | -7.3% | -2.0%
CC(=O)Nc1ccc(S(=O)(=O)N2CCN(CCCOc3ccccc3Cl)CC2)cc1 | -3.0% | -5.2% | 1.8%
O=C(COc1ccc(Cl)cc1)NCCCNC(=O)c1cnccn1 | -2.3% | -2.0% | 8.5%
O=C1C2C3C=CC(CC3)C2C(=O)N1c1cccc(Br)c1 (stereo unspecified) | -5.9% | -10.5% | -1.4%
COC(=O)[C@H](C)[C@H]1C[C@]1(C)[C@H](NC(=O)OCc1ccccc1)c1ccccc1 | -13.4% | ? | -5.3%&-8.7%
COc1ccc(NC2CCCN(C(=O)CCN3Cc4ccccc4C3=O)C2)cc1 (stereo unspecified) | -5.6% | 9.9% | 3.1%
O=C(CCc1nc2ccccc2c(=O)[nH]1)Nc1nnc(SCc2ccccc2)s1 | -2.5% | -26.9% | -9.9%[0.505 µM]

Compound | GCN5L2 inh | TDP1 cell noCPT | TDP1 block
CC1C(=O)Nc2ccccc2N1C(=O)c1ccc(O)cc1 (stereo unspecified) | -20.3% | 4.9% | .
COc1ccc(-c2noc(COc3ccc(Cl)c(C)c3)n2)cc1 | -1.4% | -29.5% | 0.0%
O=C(Nc1nnc(S(=O)(=O)N2CCN(c3ccc(F)cc3)CC2)s1)c1ccc(Cl)cc1 | -2.0% | -23.5% | 5.2%
CCOc1ccc(C2Nc3ccccc3NC3=C2C(=O)CC(C)(C)C3)cc1OC (stereo unspecified) | -3.0% | -15.5% | .
CCOC(=O)C1CCN(C(=O)COC(=O)C2CCN(S(=O)(=O)c3ccc(C)c(C)c3)CC2)CC1 | -1.9% | -2.3% | 0.4%
CC(=O)N1Cc2ccccc2CC1C(=O)OCC(=O)c1c(N)n(C)c(=O)n(C)c1=O (stereo unspecified) | -4.2% | -8.8% | .
O=C(O)CCn1c(=O)[nH]c(=O)n(CCC(=O)O)c1=O | -3.9% | -0.4% | -1.2%
Cn1cnc2c(N3CCCCC3)nccc21 | -5.7% | 6.1% | 3.4%
CCc1cccc(Oc2nn[nH]n2)c1 | -6.4% | -4.9% | 5.9%
CCCn1c(SCC(=O)N2CC(=O)Nc3ccccc32)nc2ccccc21 | 3.2% | ? | -0.6%
O=C(CC(c1ccco1)C1CCCCC1=O)c1ccco1 (stereo unspecified) | 1.2% | -1.7% | 3.8%
Cc1ccc(NC(=O)Cn2c(=O)oc3ccccc32)cc1 | 1.6% | -11.9% | -1.2%
Cc1ccc(NC(=O)/C=C/c2ccco2)cc1F | -12.5% | 9.2µM* | -12.3%
CCCCCCCN1C2=NCCN2c2ccccc21 | 1.5% | 18.4µM* | 0.0%
c1ccc(-c2cc(-c3ccccc3)c3c(n2)-c2ccccc2OC3)cc1 | -1.1% | ? | -0.6%

Compound | GCN5L2 inh | TDP1 cell noCPT | TDP1 block
Cc1ccc(S(=O)(=O)N(CCC(=O)O)c2ccccc2)cc1 | -1.6% | 0.0% | 0.6%
CCC(=O)Nc1cccc(C2=NOC3(C2)C[C@@H](C(N)=O)N(C(=O)CC(c2ccccc2)c2ccccc2)C3)c1 (stereo partly specified) | -5.9% | -13.5% | 5.9%
CCOC(=O)C1=C(N)Oc2c(oc(CO)cc2=O)C1c1ccc(F)c(F)c1 (stereo unspecified) | 2.0% | -4.6% | 4.9%
CCCCn1c(N)c(N(CCOC)C(=O)C2CCN(c3ncnc4sc(C)c(C)c34)CC2)c(=O)[nH]c1=O | 3.2% | ? | .
COc1ccc(C(=O)N2CC3(C)CC2CC(C)(C)C3)cc1 (stereo unspecified) | . | ? | 3.1%
CCOc1ccc(C(=S)NC2CCCCC2)cc1 | -6.2% | -29.7% | 0.0%
COc1cccc(NC(=O)N2CCN(C(=O)c3nsc4ccccc34)CC2)c1 | -4.5% | -13.3% | 5.1%
CS(=O)(=O)Nc1ccc([N+](=O)[O-])cc1OC1CCCCC1 | -14.3%&-10.7% | ? | 13.4%
COc1cc(/C=N/O)cc(Cl)c1OC | -3.5% | -23.8% | 1.9%
N=C1C(c2nc3ccccc3[nH]2)=C(O)CN1c1ccccc1 | -2.3% | 23.1µM* | 11.6%
O=C(Cc1c(Cl)cccc1Cl)NC1CC1 | 0.4% | ? | .
O=C(CCn1cnc2ccccc2c1=O)Nc1cccc(Cl)c1 | -3.1% | -1.7% | 4.4%
COc1ccc(-n2nc3c(N4CCC(C(=O)NC5CCCCC5)CC4)nnc(C)c3c2C)cc1 | -5.3%&-0.4% | 14.6µM*! | -9.9%&2.8%
O=C(NCCCN1CCOCC1)C1CCCN(S(=O)(=O)N2CCCCC2)C1 (stereo unspecified) | 4.3% | 32.6%[activator] | 1.8%
O=C1CN(c2nc(-c3cccnc3)nc3sc4c(c23)CCCC4)CCN1 | -8.8% | ? | 7.5%

Compound | GCN5L2 inh | TDP1 cell noCPT | TDP1 block
O=C(NCC(c1ccc2c(c1)OCO2)N1CCOCC1)c1c(F)cccc1F (stereo unspecified) | -6.4% | -11.5% | 3.3%
COc1ccc(-n2nc(C)cc2N)cc1 | -4.0% | 13.7% | 1.2%
Cc1cc(C)nc(SCc2ccc(Br)cc2)n1 | -1.7% | -21.4% | .
S=C(c1ccc2c(c1)OCO2)N1CCCC1 | -4.3% | 1.8% | 0.0%
COc1ccccc1CNC(=O)c1cc(-c2ccccc2)nn1Cc1cc(C)no1 | -8.9% | ? | -1.8%
O=C(Cn1ncn2nc(-c3cccs3)cc2c1=O)NCc1ccccc1Cl | -0.7% | -20.3% | 5.7%
Cc1ccccc1Cn1cnc2c(NS(C)(=O)=O)c(C)c(C)cc21 | ? | ? | 5.6%
O=C(COc1cccc(F)c1)Oc1ccc(C(=O)c2ccccc2)cc1 | -4.6% | -2.6% | 2.7%
CN(C)C(=O)c1ccc(-c2ccc3ncnc(NCc4ccccc4)c3c2)cc1 | -9.4% | ? | .
CC(=O)Nc1ccccc1Sc1ccccc1 | 2.5% | -5.7% | 5.6%
Cc1cc(C(=O)NCc2ccco2)on1 | -5.5% | 4.9% | 3.7%
COc1ccc(CN(CC2CCC(C(=O)O)CC2)C(=S)Nc2ccccc2OC)cc1 (stereo unspecified) | -7.6% | -13.5% | 5.4%
O=C(NCCc1ccccn1)c1ccc2nc(Cc3ccccc3F)oc2c1 | ? | -18.5% | 4.1%
COCCNC(=O)NC(=O)CN1C(=O)NC(Cc2c[nH]c3ccccc23)C1=O (stereo unspecified) | 0.4% | -7.5% | 5.5%[0.0935 µM]
CC(=O)OCC(=O)C1CCC2C3CCC4=CC(=O)CC[C@@]4(C)C3CC[C@]12C (stereo partly specified) | -7.8% | -25.1% | 6.7%

As a short view, some entries already given:
Compound | GCN5L2 inh | TDP1 cell noCPT | TDP1 block
CC(=O)Nc1ccccc1Sc1ccccc1 | 2.5% | -5.7% | 5.6%
Cc1cc(C(=O)NCc2ccco2)on1 | -5.5% | 4.9% | 3.7%
COc1ccc(CN(CC2CCC(C(=O)O)CC2)C(=S)Nc2ccccc2OC)cc1 (stereo unspecified) | -7.6% | -13.5% | 5.4%
O=C(NCCc1ccccn1)c1ccc2nc(Cc3ccccc3F)oc2c1 | ? | -18.5% | 4.1%
COCCNC(=O)NC(=O)CN1C(=O)NC(Cc2c[nH]c3ccccc23)C1=O (stereo unspecified) | 0.4% | -7.5% | 5.5%[0.0935 µM]
CC(=O)OCC(=O)C1CCC2C3CCC4=CC(=O)CC[C@@]4(C)C3CC[C@]12C (stereo partly specified) | -7.8% | -25.1% | 6.7%
